From PubChem
PAX8 reporter – inhibitors of PAX8 transcriptional activity in RMG-I cells | 360,000 tested, 1.2% active | inhibition, % at 12.6 µM | RMG-I TPO-luciferase reporter, SteadyGlo, 24 h;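 active = mean replicate inhibition at least 60% with every replicate also reaching 60%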;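 note: luciferase light reporting Pax8 driven TPO promoter activity; plate controls were median of neutral control wells for no effect and mitoxantrone controls for full effect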
FN deposition inh – fibronectin deposition inhibition | inhibition, % at 12.6 µM | 350,000 tested, 0.086% active | AH1F fibroblasts, Alexa488-fibronectin deposition fluorescence, overnight;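 active = mean inhibition across replicates of 30% or more, regardless of how many single replicates reach that level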;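 note: positive control wells lacked labelled fibronectin entirely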
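Measured by – fluorescence 485/525 nm · System – AH1F fibroblast monolayer, labelled fibronectin deposition · Amount – 10000 cells per well · Buffer or medium – serum-reduced DMEM (2% serum) · Doses – single dose, pinned · Also added – fluorescent fibronectin at 24 nM final · Schedule – 1 h cell attachment, overnight exposure to compound and label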
EWS-Fli inh – blocks EWS/Fli oncoprotein-driven transcription; A673 NR0B1-luciferase reporter, viability-normalised; 350,000 tested, 0.67% active; inhibition, % at 12.6 µM;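 active = mean inhibition of at least 50% after viability correction, with every replicate also passing that limit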;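 note: firefly luciferase signal divided by Alamar Blue viability fluorescence both relative to DMSO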
ERAP1 HTS inh – inhibitors of human ERAP1 aminopeptidase; Q9NZ08; recombinant ERAP1, Leu-AMC fluorescence, 60 min; inhibition, % at 10.7 µM; 340,000 tested, 0.15% active;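 active = mean replicate inhibition of at least 30%, or all replicates individually reaching that 30% level; inactive = mean below 30% and not every replicate reaching it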;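 note: 0% = neutral control wells and 100% = L-leucinethiol positive control wells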
Target sequence (Q9NZ08 whole entry, looked up): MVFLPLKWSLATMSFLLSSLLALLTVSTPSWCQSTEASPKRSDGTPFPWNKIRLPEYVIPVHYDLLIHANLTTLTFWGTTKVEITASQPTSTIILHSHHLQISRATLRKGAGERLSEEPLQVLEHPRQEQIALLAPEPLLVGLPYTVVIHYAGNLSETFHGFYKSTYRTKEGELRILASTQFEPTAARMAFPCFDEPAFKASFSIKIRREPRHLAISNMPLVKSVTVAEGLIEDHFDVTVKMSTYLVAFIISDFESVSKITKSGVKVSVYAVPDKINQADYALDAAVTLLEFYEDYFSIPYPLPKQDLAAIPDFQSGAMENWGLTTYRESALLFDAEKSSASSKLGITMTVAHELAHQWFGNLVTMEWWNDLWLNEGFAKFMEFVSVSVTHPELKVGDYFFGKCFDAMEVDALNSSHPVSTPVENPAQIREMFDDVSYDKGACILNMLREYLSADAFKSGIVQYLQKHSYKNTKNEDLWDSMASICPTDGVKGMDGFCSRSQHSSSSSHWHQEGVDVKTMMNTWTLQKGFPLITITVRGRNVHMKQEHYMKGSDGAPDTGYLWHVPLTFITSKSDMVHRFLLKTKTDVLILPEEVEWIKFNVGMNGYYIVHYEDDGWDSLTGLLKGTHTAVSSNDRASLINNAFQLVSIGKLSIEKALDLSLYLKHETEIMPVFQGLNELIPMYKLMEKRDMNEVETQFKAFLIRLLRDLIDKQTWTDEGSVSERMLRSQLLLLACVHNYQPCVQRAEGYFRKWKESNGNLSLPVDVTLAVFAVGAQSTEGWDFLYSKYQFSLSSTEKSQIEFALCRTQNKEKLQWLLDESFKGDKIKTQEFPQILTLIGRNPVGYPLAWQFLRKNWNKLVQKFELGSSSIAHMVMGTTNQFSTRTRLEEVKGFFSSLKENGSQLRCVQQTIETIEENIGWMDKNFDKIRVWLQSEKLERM
LGR2 antag – inhibitors of bursicon-induced Drosophila LGR2 receptor cAMP signaling; HEK293 LGR2, CRE-luciferase, bursicon-stimulated, 4 h; 380,000 tested, 0.35% active; AID 720647; inhibition, % at 9.99 µM;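 active = drop in luminescence signal, shown as inhibition above about 50% in the replicate tests, limit read from the data, passing the limit was not always enough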;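 note: agonist challenge used bursicon conditioned medium at about half maximal strength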
S100A4 MyoIIA – inhibitors of human S100A4 binding to myosin IIA peptide; P26447; S100A4/TAMRA-MyoIIA peptide fluorescence polarization; inhibition, % at 10.7 µM; 360,000 tested, 0.14% active;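 active = mean inhibition of at least 70% across replicates, with every replicate also reaching that level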
Target sequence (P26447 whole entry, looked up): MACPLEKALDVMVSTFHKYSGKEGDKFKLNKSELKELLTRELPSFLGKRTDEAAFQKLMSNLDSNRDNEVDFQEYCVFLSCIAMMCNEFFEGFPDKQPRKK
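assay system = human S100A4 monomer with TAMRA-labelled myosin IIA peptide | also added = labelled myosin peptide probe, 5 nM | incubation = 5 min between mix addition and reading | control set = DMSO and TFP controls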
PglD DTNB – inhibitors of Campylobacter jejuni PglD acetyltransferase; purified PglD enzyme, DTNB colorimetric CoA detection; AID 602405; 360,000 tested, 0.098% active; inhibition, % at 12.5 µM; in the data active = inhibition above about 16%, passing the limit was not always enough; note: strong numbers were not always called active
PGC1a acetyl inh – PGC1a acetylation modulation, inhibitor mode. inhibition, % at 15.6 µM. 350,000 tested, 0.17% active. U2OS PGC1a acetylation, AlphaScreen anti-acetyl-lysine; with virally co-expressed GCN5 acetyltransferase;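 active = every replicate shows inhibition of at least 40%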;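 note: 0% = neutral control wells and 100% = positive control wells; some results beyond the cut were filed as inactive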
Numbers without * were called inactive; · = not tested or not shown; & = joins results of further samples. This is a random part of the collection; any-hit rate near 2.1%.

SMILES	PAX8 reporter	FN deposition inh	EWS-Fli inh	ERAP1 HTS inh	LGR2 antag	S100A4 MyoIIA	PglD DTNB	PGC1a acetyl inh
Clc1cccc(-c2nc(NCC3CCCO3)c3ccccc3n2)c1 (centres undefined)	9	-1	15	4	2	3	·	·
COc1ccc(/C(O)=C2/C(=O)C(=O)N(CC3CCCO3)C2c2ccc(O)c(OC)c2)cc1 (centres undefined)	-40	7	0	3	30	-4	·	-6
NC(=O)c1c(N)[nH]c(C(=O)c2ccccc2)c1-c1ccc2c(c1)OCO2	-64	7	-19	5	4	4	·	·
Clc1cccc(CNc2ccn3nc(-c4cccc(Cl)c4)cc3n2)c1	-100	-3	-88	-2	-48	1	0	·
CCn1c(SCC(=O)N2CCCC(C)C2)nc2c1c(=O)n(C)c(=O)n2C (centres undefined)	-8	6	-1	-7	14	1	2	·
O=C(N[C@@H]1CC[C@@H](CCNS(=O)(=O)c2ccc(F)cc2)O[C@H]1CO)c1cccc(F)c1	·	·	-1	1	-6	-4	1	3
Oc1ccc(C[C@H]2CN([C@@H](Cc3cccc(O)c3)CN3CCC[C@@H]3CN3C(=S)NC[C@@H]3Cc3ccccc3)C(=S)N2CC2CCCCC2)cc1	75*	-4	31	·	38	-1	1	-29
CN(C(=O)COC(=O)c1ccc(Cl)c(S(=O)(=O)N2CCCCCC2)c1)C1CCS(=O)(=O)C1 (centres undefined)	1	-2	4	1	17	2	1	-1
COc1cccc(OC)c1C(=O)OCC(=O)N(c1ccccc1)C1CCCCC1	13	-4	17	1	14	-2	-1	·
COc1ccc(C(=O)N=c2sc3ccccc3n2C)cc1	-99	6	-53	-6	-58	-1	·	4
COc1cc(N=c2ssnc2Cl)c(OC)cc1Cl	11	0&7	6	-4	5	-2	6&2	-1&-12
Nc1ccc(N2CCN(c3ccc(F)cc3)CC2)cc1	2	9	8	-1	·	2	·	-3
O=C(c1ccc(NS(=O)(=O)c2cccc([N+](=O)[O-])c2)cc1)N1CCN(C(=O)c2ccco2)CC1	-14	4	1	0	-5	1	1	8
CCS(=O)(=O)N1CC(=O)N2[C@@H](CO)[C@H](c3ccc(C#CCC(C)C)cc3)[C@@H]2C1	-24	·	0	5	-7	-9	·	-5
O=C(Nc1cccc2ccccc12)c1ccc2sc([C@H]3C[C@H](O)[C@@H](CO)O3)nc2c1	1	-3	-5	-2	-39	-9	-3	11
COc1ccc(C)cc1NC(=O)C(Sc1nnc(Nc2cc(C)ccc2OC)s1)c1ccccc1 (centres undefined)	22	12	·	·	28	·	-3	-1
COc1cccc(S(=O)(=O)N2C[C@H](O)COC[C@H]3O[C@H](CC(=O)N4CCN(C)CC4)CC[C@@H]32)c1	-15	-9	0	0	8	1	-2	9
COc1ccc(S(=O)(=O)N(C)C[C@@H]2Oc3ccc(NS(=O)(=O)c4ccc(F)cc4)cc3CC(=O)N([C@@H](C)CO)C[C@@H]2C)cc1	·	·	4	4	4	-3	·	-1
CN(Cc1ccccc1)Cc1c[nH]c2ccccc12	22	2	·	·	·	·	2	-5
C[C@@H]1CN([C@@H](C)CO)S(=O)(=O)c2ccc(-c3ccncc3)cc2O[C@@H]1CN(C)Cc1ccccn1	-7	·	1	3	4	-5	3	6

6 compounds already listed, arranged by the number in PglD DTNB, ascending.
canonical_smiles	PglD DTNB
COc1ccc(C)cc1NC(=O)C(Sc1nnc(Nc2cc(C)ccc2OC)s1)c1ccccc1 (centres undefined)	-3
COc1cccc(OC)c1C(=O)OCC(=O)N(c1ccccc1)C1CCCCC1	-1
Clc1cccc(CNc2ccn3nc(-c4cccc(Cl)c4)cc3n2)c1	0
O=C(c1ccc(NS(=O)(=O)c2cccc([N+](=O)[O-])c2)cc1)N1CCN(C(=O)c2ccco2)CC1	1
CCn1c(SCC(=O)N2CCCC(C)C2)nc2c1c(=O)n(C)c(=O)n2C (centres undefined)	2
C[C@@H]1CN([C@@H](C)CO)S(=O)(=O)c2ccc(-c3ccncc3)cc2O[C@@H]1CN(C)Cc1ccccn1	3

2 entries from above, with values under each structure:
Below each SMILES – PAX8 reporter, FN deposition inh, EWS-Fli inh, ERAP1 HTS inh, LGR2 antag, S100A4 MyoIIA, PglD DTNB, PGC1a acetyl inh
- COc1cc(N=c2ssnc2Cl)c(OC)cc1Cl
  11, 0&7, 6, -4, 5, -2, 6&2, -1&-12
- Clc1cccc(CNc2ccn3nc(-c4cccc(Cl)c4)cc3n2)c1
  -100, -3, -88, -2, -48, 1, 0, ·

Following part:
SMILES	PAX8 reporter	FN deposition inh	EWS-Fli inh	ERAP1 HTS inh	LGR2 antag	S100A4 MyoIIA	PglD DTNB	PGC1a acetyl inh
COc1ncccc1-c1nnn(-c2ccc(F)cc2)n1	-116	-9	-118	-6	-45	-2	-1	·
Cc1c(S(=O)(=O)NC2CCCCC2)c(=O)n(C)c(=O)n1C	-1	1	-2	1	-20	39	·	·
O=C(C[C@@H]1C=C[C@@H](NC(=O)C2CC2)[C@H](CO)O1)NCc1ccncc1	5	-2	-6	-1	-5	0	1	-1
N#Cc1ccccc1COC(=O)c1cc(=O)c2ccccc2o1	11	-1	5	-3	6	-2	3	·
COc1ccc(N(C(=O)Cn2nnc(-c3ccc(Cl)cc3)n2)C(C(=O)NCC2CCCO2)c2ccncc2)cc1 (centres undefined)	16	8	3	-5	9	-6	·	5
Cc1ccc(N2C(=O)/C(=C/c3ccco3)SC2=S)cc1	-58	18	-31	0	-2	-4	·	·
FC(F)(F)Oc1ccccc1C(c1nnnn1-c1ccc2c(c1)OCCO2)N1CCN(C/C=C/c2ccccc2)CC1 (centres undefined)	16	·	7	·	7	-1	-6	-4
CCN(CC)Cc1c(C(=O)N/N=C/c2cccs2)nnn1-c1nonc1N	-4	4	-6	4	4	-6	6	·
COc1ccc(C(=O)Nc2ccc(NC(=O)c3ccccc3F)cn2)cc1	-18	2	-22	4	-21	4	·	-3
COc1ccccc1C(=O)NNC(=O)c1ccc(C)cc1	-19	-3	-12	0	-8	-6	1	·
CCCNC(=O)N1C[C@H]2[C@@H](c3ccccc31)[C@@H](CO)N2C(=O)Nc1ccc(F)cc1	5	-13	9	5	3	2	8	-8
COc1ccc(-c2nc(NC(=O)Cn3c(=O)oc4ccccc43)sc2C)cc1	24	0	12	-1	7	2	-2	·
CC(C)(C)c1ccc(OCC(=O)Nc2ccc(C(=O)Nc3ccccc3C(=O)O)cc2)cc1	7	·	·	0	4	1	-4	2
Cc1cn([C@H]2C[C@H](O)[C@@H](/C=C/C(=O)NCCC(C)C)O2)c(=O)[nH]c1=O	-2	3	2	13	5	5	-6	-6
COc1cc(C(=O)NC(=S)Nc2ccc([N+](=O)[O-])cc2)cc(OC)c1OC	-27	6	·	·	5	·	4	·
CCN1C(=O)C(CC(=O)Nc2ccc(F)cc2)N(Cc2ccco2)C1=S (centres undefined)	6	-4	-1	-2	13	-13	0	-1
O=C(Nc1cccc(Cl)c1)Nc1nnc(CSCCOc2ccc(Cl)cc2)s1	107*	-2	·	·	15	·	-1	-5
Brc1cc2c(cc1C1OCCO1)OCO2	8	-3	1	1	-20	0	·	6
COc1cc(OC)cc(C(=O)OCC(=O)NC(C)CCc2ccccc2)c1 (centres undefined)	4	3	8	-6	-6	-6	6	8
COc1ccc(-c2oc3c(c2C#CC(C)(C)O)C(OC)CCC3)cc1 (centres undefined)	2	·	6	·	-27	-3	·	·
C[C@@H]1CN([C@H](C)CO)C(=O)c2cccc(NC(=O)c3cnccn3)c2O[C@@H]1CN(C)C	2	·	-4	-1	11	18	14	4
N#C[C@H]1[C@@H](c2ccc(C#CC3CCCC3)cc2)[C@H](CO)N1C(=O)Cc1ccccn1	·	-2	0	-2	-6	-5	·	-2
N=C(N)c1ccc(/C=C/c2ccc(C(=N)N)cc2O)cc1	28	-4	3	2	12	-14	·	·
Cc1ccc(S(=O)(=O)N(C)C[C@H]2Oc3ccc(N(C)C)cc3C(=O)N([C@@H](C)CO)C[C@H]2C)cc1	5	·	·	-1	-14	-4	3	-4
O=c1[nH]n2c(C(F)(F)F)cc(C3CC3)nc2c1N=Nc1ccccc1	-2	5	14	-3	·	0	·	-5
COc1cccc(NC(=O)N2CC(=O)N3[C@@H](CO)[C@@H](c4ccc(C#CC5CCCC5)cc4)[C@@H]3C2)c1	13	3	-2	-2	-1	2	·	-2
O=C(CC(F)(F)F)N1C[C@@H]2[C@H](c3ccccc31)[C@H](CO)N2C(=O)Cc1cccnc1	-21	·	14	4	-5	6	-4	0
Cc1cc2nc(SCC(=O)Nc3ccccc3C(=O)O)[nH]c2cc1C	-2	11	-34	4	-36	5	·	·
COc1ccc2oc(C(=O)OCC(=O)NCc3ccco3)c(C)c2c1	·	0	5	-2	0	-8	-4	0
COc1ccccc1N1CCN(C(=O)c2ccc3[nH]c4c(c3c2)CCCC4)CC1	9	0	·	·	8	·	-7	·
O=C1CSC2(N1)C1CC3CC(C1)CC2C3 (centres undefined)	27	-1	-16	2	-10	1	-6	·
CCN(C(=O)c1cc2c(=O)[nH]c3ccc(C)cc3c2s1)c1ccccc1C	26	-10	21	0	-18	-7	7	-11
CCOC(=O)Cc1cnc(N)s1	6	-7	-6	1	16	-5	-3	-4
Cc1noc(C)c1NC(=O)N(C)C[C@@H]1OCCCC[C@H](C)Oc2ccc(NC(=O)Nc3ccc(C(F)(F)F)cc3)cc2C(=O)N([C@@H](C)CO)C[C@@H]1C	16	-4	8	-1	3	-31	-2	13
O=C(N/N=C/c1ccncc1)NC12CC3CC(CC(C3)C1)C2	26	-4	-2	-1	-6	3	6	-12
COc1ccc(NC(=O)c2ccc([N+](=O)[O-])o2)cc1	76*	-6	-27	0	-25	5	-6	-42
CCCCN(C(=O)c1ccc(C)c(S(=O)(=O)N2CCOCC2)c1)c1c(N)n(CCCC)c(=O)[nH]c1=O	-2	1	1	-2	-10	-4	3	-3
CCOC(=O)[C@H]1[C@H]2COc3ccccc3[C@@H]2N2C(=O)c3cc(Br)ccc3NC(=O)[C@@]12C	16	-2	-6	1	·	-6	8	7
COc1ccc(N2CCN(CCOc3ccc4c(C)cc(=O)oc4c3)CC2)cc1	-12	2	0	-1	·	-2	1	-10
CN1C(=O)c2cc(NC(=O)C3CCCCC3)ccc2OC[C@H]2O[C@@H](CC(=O)NCC3CCCCC3)CC[C@H]21	-25	4	11	-2	2	1	·	·
CC=Cc1ccc2n(c1=O)C[C@@H]1[C@@H](CO)[C@H](C(=O)NCc3ccc4c(c3)OCO4)[C@H]2N1C(=O)COC (mixture of isomers)	·	8	-2	2	-8	-4	1	·
O=C(NCCNCc1cccc(Cl)c1)c1ccco1	1	-6	-11	12	-28	-2	-3	-9
COc1ccc2c3c(n(C)c2c1)[C@H](CO)N(S(=O)(=O)c1ccc(C)cc1)CC31CCN(Cc2cccnc2)CC1	·	-28	-1	0	-14	-17	·	-3
O=C(NNC(=S)NCc1ccco1)c1ccccc1Br	-14	-9	·	-2	4	-4	0	-2
CN(C)c1ccc(-c2cccc3nccn23)cc1	-2	1	35	1	-18	12	6	·
Fc1ccc(Br)cc1SCCc1ccncc1	-9	-4	0	0	9	-3	2	-14
C[C@H](CO)N1C[C@H](C)[C@@H](CN(C)S(=O)(=O)c2cccc(F)c2)Oc2ncc(-c3cccc(F)c3)cc2C1=O	·	-13	5	-2	14	12	0	-7
Cc1cc(C(=O)COC(=O)c2cnccn2)c(C)n1-c1ccc(Br)cc1	5	2	3	-2	8	-6	2	2
Cc1c(Cl)c(=O)oc2cc(OCC(=O)N3CCCC(C)C3)ccc12 (centres undefined)	-11	-16	-4	-41	-2	-12	1	9
CCCC(=O)Nc1ccc2c(c1)C(=O)N(C)C[C@H](OC)[C@H](C)CN(C)[C@H](C)CO2	·	·	-8	-6	23	4	-3	2
